High-throughput results (PubChem BioAssay)
MLL CXXC-DNA inh = MLL CXXC-DNA interaction inhibition | Q03164 | MLL-CXXC / FITC-HOXA9 DNA fluorescence polarization | Potency, µM (series often up to 115 µM), for inactives: at the top dose activity change, negative = inhibition, actives largely listed as inhibitors | AID 2662 | 290,000 compounds, 0.037% hits; active means well fitted inhibition curve with a large enough effect in the polarisation, with a control signal flat, not every such curve was filed as active; inconclusive means small, poorly fitted or top-dose-only effect, or effect the other way, or a change in a side signal; inactive means no such curve, though single readings can be large or run the other way; the % refers to the polarisation; further: potency means the concentration at half of the fitted maximal effect
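Fluorescence polarization: 7 uM MLL-CXXC (stock) preincubated 5 min with compounds, then 50 nM fluorescein-HOX-A9 DNA (stock) added; 30 min ambient. Buffer 50 mM Tris-HCl pH 7.5, 50 mM NaCl, 1 mM DTT, 0.05% BSA.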
BCR signal inh = blocks chronic active B-cell receptor signaling; Potency, µM (doses to about 46.1 µM), without a hit: at the top dose ratio change, negative = lower green/red ratio, hits mostly inhibitors; 340,000 compounds, 0.05% hits; AID 493014; ABC-DLBCL IkBa-CBG/CBR reporter, luminescence ratio, 4 h; active means well fitted inhibition curve with a large enough effect in the signal ratio, with a control signal flat, not every such curve was filed as active; inconclusive means small, poorly fitted or top-dose-only effect, or effect the other way, or a change in a side signal; the % refers to the signal ratio;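 further: potency means the concentration at half of the fitted maximal effect; plate controls were basal doxycycline-induced cells for no effect and cells given 10 µM MG132 for full effect; MG132 reads +100%, hits lower the ratio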
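Compounds up to 46 uM were incubated four hours with TMD8 cells whose green CBG68 luciferase is fused to IkappaBalpha; red CBR luminescence normalised the signal, and concentration-effect curves were fitted to fusion, red and ratio data.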
TCR act = activators of T cell receptors. primary human leukocytes, anti-CD3, IL-2 HTRF, 48 h. 330,000 tested, under 10 active. Potency, µM (doses to about 9.22 µM), inactives show top-dose activation of IL-2 secretion, hits mostly activators; further: % of control where 0% means no effect
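IL-2 release read by HTRF sandwich (Eu cryptate donor, d2 acceptor, 665 nm emission) after 48 hr exposure of primary human leukocytes to compound together with anti-CD3 beads in the absence of co-stimulatory signals.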
AT treatment = candidate therapy for ataxia-telangiectasia; […] A-T fibroblasts, KAP-1 phosphorylation AlphaLISA; neocarzinostatin DNA damage 30 min before lysis; Potency, µM (doses to about 57.5 µM), for inactives: top-dose activation, hits mostly activators; 320,000 compounds, 0.19% hits; AID 485349; further: potency means the concentration at half of the fitted maximal effect; % of control where 0% means no effect; nearly all actives have a fitted effect of over 45% in size
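ATM-like activity read as KAP-1 phosphorylation via AlphaLISA donor/acceptor antibody pairs after lysis and 6 hr at 25C. Cells were ATM-null patient fibroblasts ([…], hTERT), dosed 60 min, then exposed to the DSB inducer NCS for 30 min.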
hERG WT inh = blocks the wildtype human KCNH2 potassium channel; 340,000 compounds, 0.37% hits; U2OS, BacMam KCNH2, thallium flux FluxOr; active compounds read low; activity change, % at 1.84 µM; Q12809;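 active means maximum activity change below -70%; inconclusive means maximum activity change between -70% and -50%; inactive means maximum activity change above -50%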; further: on the % scale 0 is the no-effect control and ±100 the full control effect
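U2OS cells were transduced with wild-type KCNH2 virus (2.03 x 10^8 / mL) for 4 h at room temperature, then cultured overnight at 37 C. Thallium flux was read with FluxOr dye. Rate constants were normalized to DMSO controls.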
Tb PFK block = blocks T. brucei phosphofructokinase. AID 485367. O15648. T. brucei PFK, ADP-Glo luminescence. Potency, µM (titrated, usually from 57.5 µM), for the others: at the highest dose activity, negative = inhibition, hits mostly inhibitors. 330,000 compounds, 0.17% hits;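 further: potency means the concentration at half of the fitted maximal effect; 0% = uninhibited 1x PFK enzyme wells and -100% = no-enzyme wells; nearly all actives have a fitted effect of over 60% in size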
Target sequence (O15648 whole entry, looked up): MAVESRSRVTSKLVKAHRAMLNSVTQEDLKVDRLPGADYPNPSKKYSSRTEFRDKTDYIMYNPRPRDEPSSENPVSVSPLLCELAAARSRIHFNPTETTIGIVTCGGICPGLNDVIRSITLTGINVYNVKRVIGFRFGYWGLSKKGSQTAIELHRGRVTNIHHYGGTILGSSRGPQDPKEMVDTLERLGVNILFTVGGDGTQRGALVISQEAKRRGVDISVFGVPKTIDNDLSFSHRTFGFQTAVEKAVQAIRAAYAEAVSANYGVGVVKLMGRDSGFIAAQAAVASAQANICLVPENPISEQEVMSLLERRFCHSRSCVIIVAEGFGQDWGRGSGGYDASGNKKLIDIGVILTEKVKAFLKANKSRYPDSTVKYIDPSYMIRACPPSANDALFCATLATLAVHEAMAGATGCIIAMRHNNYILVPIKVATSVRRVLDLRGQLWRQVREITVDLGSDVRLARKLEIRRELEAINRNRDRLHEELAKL
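PFK 1.25 nM, F6P 0.5 mM, ATP 0.1 mM, 0.1 M TEA pH 8.0, 5 mM MgCl2, 0.01% Tween20, 0.1% BSA; 45 min RT. ADP-Glo readout. qHTS titration up to 57 uM; curves fitted, compounds curve-classed.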
GALK inhibitor = galactokinase (human) inhibition | 270,000 compounds, 0.007% hits | P51570 | Potency, µM (titrated, usually from 57.5 µM), for inactives: top-dose activity change, negative = inhibition, actives largely listed as inhibitors | Purified GALK, Kinase-Glo residual ATP luminescence; further: potency means the concentration at half of the fitted maximal effect; on the % scale 0 is the no-effect control and ±100 the full control effect
Target sequence (P51570 whole entry, looked up): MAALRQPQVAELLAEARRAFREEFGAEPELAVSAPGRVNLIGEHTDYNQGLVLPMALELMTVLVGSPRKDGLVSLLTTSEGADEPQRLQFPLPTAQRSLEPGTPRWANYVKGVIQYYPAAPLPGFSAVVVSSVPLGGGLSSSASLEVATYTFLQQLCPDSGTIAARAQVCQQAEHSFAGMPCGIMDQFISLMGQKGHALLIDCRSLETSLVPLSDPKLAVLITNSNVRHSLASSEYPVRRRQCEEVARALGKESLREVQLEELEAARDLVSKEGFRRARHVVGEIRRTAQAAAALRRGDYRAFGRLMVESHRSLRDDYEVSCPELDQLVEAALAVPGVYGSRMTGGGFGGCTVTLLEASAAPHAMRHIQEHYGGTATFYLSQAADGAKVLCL
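Quantitative HTS: GALK 5 nM, ATP 35 uM, galactose 100 uM, 1 h room temperature, then luciferase-based ATP detection.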
TSHR antagonist = blocks TSH signaling through the human TSH receptor; 330,000 compounds, 0.2% hits; TSHR-expressing cells, TSH-stimulated cAMP HTRF, 2 h; active compounds read low; activity change, negative = inhibition, % at 11.5 µM; P16473; AID 504810;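 active means activity change below a set negative limit, meaning inhibition stronger than a set level, cut at about -70% in these data; inconclusive means activity change between two set negative limits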; further: on the % scale 0 is the no-effect control and ±100 the full control effect
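Read-out is FRET at 665 nm (cryptate excitation 337 nm) from a cryptate-tagged anti-cAMP antibody, competed by cell cAMP against cAMP-d2. Compounds are tested on freshly harvested TSHR cells challenged with 4nM TSH (EC80) for 2 hours at 37 deg C.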
FBPA coupling cs = coupling enzyme interference in Giardia aldolase counter-screen; 290,000 compounds, 0.67% hits; coupling enzyme system counterscreen, AmpLite Red fluorescence; activity change, negative = inhibition, % at 58.2 µM, hits read low; AID 2472; in the data active means activity change below about -30%; further: on the % scale 0 is the no-effect control and ±100 the full control effect
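Final compound at 57.5 uM, incubated 10 min at RT with coupling enzyme reagent (glyceraldehyde-3-phosphate), then 20 min with substrate and AmpLite Red detection. Fluorescence read at 525/598 nm; tests interference with the coupling assay, not aldolase inhibition.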
Giardia kill = Giardia lamblia killing; Giardia lamblia trophozoite viability; activity change, % at 7.66 µM, hits read low; 340,000 compounds, 0.15% hits; AID 540267; in the data active means activity change below about -80%; inconclusive means between about -30% and that limit;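 further: parasites exposed to compound for two days anaerobically before the ATP read; on the % scale 0 is the no-effect control and ±100 the full control effect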
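Trophozoite viability was measured as ATP-dependent luminescence, read 15-30 min after reagent addition. Before that, parasites at 100 cells/well were exposed to compounds for 48 h, anaerobically, at 37 deg C.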
Active calls of the source: *; ? = inconclusive; · = not tested or not shown; & = joins results of further samples; [ ] = another dose, or the depositor's remark. Unless noted, the call rests on the fitted dose curve; in most records, active means well fitted curve in the direction sought with a large enough effect; inconclusive means small, poorly fitted or top-dose-only effect, or another doubt; inactive means no such curve, though single readings can be large; an effect the other way counts as inactive or inconclusive.

Sequence of screens – MLL CXXC-DNA inh, BCR signal inh, TCR act, AT treatment, hERG WT inh, Tb PFK block, GALK inhibitor, TSHR antagonist, FBPA coupling cs, Giardia kill
1. O=C(O)c1c(-c2ccccc2)oc2ccc(O)cc12
→ 4%, 0%, -97%, -1%, 6, 2%, 9%, -8, 0, -19
2. CCOC(=O)Cn1c(=O)c2c(nc3n2CCS3)n(C)c1=O
→ 1%, 1%, -1%, -4%, -1, 4%, -1%, 0, -1, -2
3. O=C(O)c1ccc(-c2ccccc2Cl)o1
→ -2%, 5%, 3%, 3%, 5, 13%, 1%, 6, 20&15, 11
4. NC(=O)CSc1oc(-c2ccc(F)cc2)nc1S(=O)(=O)c1ccccc1
→ 27%, 7%, 4%, 2%, 3, -8%, 1%, 2, 0, 11
5. COc1ccc2nc(C)cc(Nc3ccc(N4CCOCC4)cc3)c2c1
→ ?, 0%, 2%, -4%, -7, 2%, -3%, -10, 2, -3
6. N#CC1=C2SCC(O)(c3ccccc3)N2C(=O)CC1c1ccccc1F (stereo not drawn)
→ ?, ?, -4%, ·, -5, 3%, 2%, 0, -8, 8
7. CC(=O)Nc1cc(ON=C(C)C)cc([N+](=O)[O-])c1
→ 3%, 0%, -2%[46.1 µM], 3%, -6, -3%, ·, -1, -1, -16
8. Cc1ccc(-c2cc(C(F)F)nc(NCc3cccs3)n2)cc1
→ -2%, ?, 2%[46.1 µM], 6%, -5, 2%, -2%, 4, 1, -3
9. CN1C(=O)c2ccccc2Sc2ccc(C(=O)O)cc21
→ -1%, 1%, -3%, 7%, 8, -8%, ·, -3, 11, 10
10. Cc1ccc(Nc2c(-c3ccc(N4CCOCC4)cc3)nc3ncccn23)cc1
→ 20%, ?, 1%, -5%, -11, -2%, ·, 12, 5, -2
11. CN(C)S(=O)(=O)Nc1cccc(Br)c1
→ -8%&2%, ?, 0%, 7%&-1%, -126*, 1%&0%, 7%&-2%, 2&21, 0&-4, -13
12. Cc1cc(C)c(NC(=O)c2ccc3c(c2)NC(=O)C(C)S3)c(C)c1 (stereo not drawn)
→ ·, ?, 0%, 0%, -1, -3%, ·, 8, ·, 19
13. Cc1cnc(NC(=O)CSc2nnc(CNc3ccc(F)cc3)n2CC2CCCO2)s1 (stereo not drawn)
→ 0%, 10%, ·, -1%, 1, -10%, 2%, 9, 2, 1
14. COc1cccc(NC(=O)N2CCCC2C(=O)NCc2ccco2)c1 (stereo not drawn)
→ -6%, 6%, 9%, 12%, 3, -10%, 4%, 4, -3, 18
15. CCCS(=O)(=O)N1CCC(C(=O)NCc2ccco2)CC1
→ 13%, -2%, 1%, -3%, -7, 5%, -1%, 6, 2, -17
16. O=C(Nc1cccc(Oc2ccc(C(=O)O)c(C(=O)O)c2)c1)c1ccc(-c2ccccc2)cc1
→ -10%, ?, 6%, -9%, -1, ?, ?, -5, 16, ?
17. Cc1c(Cc2ccccc2)c(=O)oc2c(C)c(OCC(=O)NCc3ccccn3)ccc12
→ -6%, 3%, 0%, -2%, -2, -1%, 5%, -7, 3, -2
18. Cn1cnnc1SCC(=O)Nc1ccc(F)cc1F
→ -4%, ?, 1%, 5%, -3, 3%, 0%, -3, 3, 3
19. O=C(COC(=O)Cc1ccc(Br)cc1)NCc1cccs1
→ ·, -1%, -9%, 5%, 5, 0%, ·, -12, ·, -18
20. OCC1(Cc2cccc(Cl)c2)CCCN(Cc2cn[nH]c2C2CCCCC2)C1 (stereo not drawn)
→ -7%, ?, 1%, 1%, 25, -1%, 0%, 0, 2, -2
21. COc1ccc(C2(c3ccc(OC)cc3)NC(=O)N(CC(=O)NC3(C#N)CCCCC3)C2=O)cc1
→ ·, 4%, 6%, 1%, 5, -5%, ·, -13, ·, 17
22. CSc1ccccc1OCc1cc(C(=O)NC(C)CCn2cccn2)no1 (stereo not drawn)
→ -10%, ?, 4%, -4%, -8, -4%, -3%, 13, ·, 13
23. O=C(COc1ccc(F)cc1Cl)N1CCN(C(=O)c2cccs2)CC1
→ ·, -1%, 7%, -5%, 3, -16%, ·, ·, ·, 2
24. O=S(=O)(c1ccc(-c2csc(Nc3ccc(F)cc3)n2)cc1)N1CCCC1
→ 1%, ?, 4%[46.1 µM], 7%, 3, 0%, 4%, -28, 1, 4
25. COc1ccc(OC)c(CN2CCN(C(=O)c3ccco3)CC2)c1
→ 10%, -18%, 8%, 2%, -20, 2%, 0%, 4, 1, -5
26. Cc1noc(/C=C/c2ccco2)c1S(=O)(=O)N1CCC(C(=O)N2c3ccccc3CC2C)CC1 (stereo not drawn)
→ -2%, ?, -5%, -2%, 2, 1%, -1%, -11, -3, 9
27. Cc1cccc2cc(CN(Cc3cccs3)C(=S)NCC3CCCO3)c(=O)[nH]c12 (stereo not drawn)
→ 10%, -1%, -1%[46.1 µM], -11%, 2, 0%, 0%, 0, -5, -7
28. COc1ccc(-c2nn(-c3ccccc3)cc2CN2CCCO2)c(F)c1
→ -7%, ?, 0%, 8%, 1, 2%, -2%, -6, -2, -24
29. C[C@H](CO)N1C[C@H](C)[C@@H](CN(C)C(=O)Nc2ccc3c(c2)OCO3)Oc2ccc(NC(=O)CCC(F)(F)F)cc2C1=O
→ ·, ?, -1%, 0%, -3, 1%, ·, -10, ·, -14
30. NC(=O)[C@@H]1CCOc2c(F)cc([N+](=O)[O-])cc2C(=O)N[C@@H](CO)C(=O)NCC(=O)N1
→ 8%, 1%, 5%, 6%, 4, 0%, ·, 14, 3, 2

Random excerpt: 2 records from the list.
Sequence of screens – MLL CXXC-DNA inh, BCR signal inh, TCR act, AT treatment, hERG WT inh, Tb PFK block, GALK inhibitor, TSHR antagonist, FBPA coupling cs, Giardia kill
25. COc1ccc(OC)c(CN2CCN(C(=O)c3ccco3)CC2)c1
→ 10%, -18%, 8%, 2%, -20, 2%, 0%, 4, 1, -5
13. Cc1cnc(NC(=O)CSc2nnc(CNc3ccc(F)cc3)n2CC2CCCO2)s1 (stereo not drawn)
→ 0%, 10%, ·, -1%, 1, -10%, 2%, 9, 2, 1

Entries shown so far with a nitro group on carbon, in the order listed:
Sequence of screens – MLL CXXC-DNA inh, BCR signal inh, TCR act, AT treatment, hERG WT inh, Tb PFK block, GALK inhibitor, TSHR antagonist, FBPA coupling cs, Giardia kill
7. CC(=O)Nc1cc(ON=C(C)C)cc([N+](=O)[O-])c1
→ 3%, 0%, -2%[46.1 µM], 3%, -6, -3%, ·, -1, -1, -16
30. NC(=O)[C@@H]1CCOc2c(F)cc([N+](=O)[O-])cc2C(=O)N[C@@H](CO)C(=O)NCC(=O)N1
→ 8%, 1%, 5%, 6%, 4, 0%, ·, 14, 3, 2

Taken from above.
Under Tb PFK block, O=C(O)c1c(-c2ccccc2)oc2ccc(O)cc12 shows 2%
Under FBPA coupling cs, Cc1cccc2cc(CN(Cc3cccs3)C(=S)NCC3CCCO3)c(=O)[nH]c12 (stereo not drawn) shows -5

(further entries)
Sequence of screens – MLL CXXC-DNA inh, BCR signal inh, TCR act, AT treatment, hERG WT inh, Tb PFK block, GALK inhibitor, TSHR antagonist, FBPA coupling cs, Giardia kill
31. CSc1nc(-c2ccccc2)nn1S(=O)(=O)c1ccc(Cl)cc1
→ 4%, 1%, 0%, 11%, -3, 1%, -6%, 10, -3, -1
32. O=c1[nH]c(N2CCCCC2)nc2ncn(Cc3ccccc3)c12
→ -2%, -15%, -9%, 8%, 17, -2%, 0%, -4, 3, -18
33. CCOc1ccc2nc(SCC(=O)Nc3ccc4[nH]c(=O)[nH]c4c3)[nH]c2c1
→ ·, -14%, 7%, -11%, -4, -2%, ·, 4, ·, 1
34. CCN(c1ccc(OCC(=O)OCC(=O)c2c(N)n(C)c(=O)n(C)c2=O)cc1)S(=O)(=O)c1ccccc1
→ -5%, 1%, 2%, 21%, 5, -9%, 8%, 36, 3, -4
35. COCCn1c(C)cc(C(=O)COC(=O)C23CC4CC(CC(O)(C4)C2)C3)c1C
→ 7%, -4%, 1%, -6%, 1, 10%, 0%, 4, -1, -7
36. CC1(C)Oc2ccc3ccc(=O)oc3c2[C@@H](O)[C@H]1O
→ ·, -3%, 7%, -3%, -2, 4%, ·, 12, ·, 23
37. Cc1ccc(/C=N/N=C/c2ccc(C)cc2)cc1
→ -1%, ?, 2%[46.1 µM], -10%, 0, 1%, -2%, 17, 2, 0
38. Cn1c(Nc2ccc(F)cc2)nc2ccccc21
→ -9%, 3%, -1%, 4%, -1, 0%, 6%, -3, -2, -2
39. CNC(=O)CSc1nc2nc(C)cc(C)n2n1
→ 6%, ?, 0%, ·, -22, 5%, 2%, 2, 0, 31[activator]
